Lipid storage S3 = qHTS Assay for Lipid Storage Modulators in Drosophila S3 Cells. 320,000 tested, 0.64% active. AID 2685. Drosophila S3 cells, BODIPY lipid droplet fluorescence, 18-24 h; cells fed with added oleic acid. lipid storage change, negative = inhibition, % at the top dose, mostly 46.1 µM; hits show Potency in µM; active = well fitted inhibition curve with a large enough effect in the signal ratio, with a control signal flat, not every such curve was filed as active; inconclusive = small, poorly fitted or top-dose-only effect, or effect the other way, or a change in a side signal; the % refers to the signal ratio
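Drosophila S3 cells got compounds at several concentrations plus oleic acid (400 uM solution). Laser-scanning cytometry with 488 nm excitation read lipid droplets at 500-530 nm and cells at 575-640 nm. Percent activity was relative to 20 uM Triacsin C.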
Lipid storage S3 cell count max = also measured in Lipid storage S3; calls as there; cell number change, %; measured here: cell count max response;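 cells counted by Cell Tracker Red CMTPX staining in the red channel; peak over a dose series mostly up to 46.1 µM; percent activity relative to internal control wells on each plate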
* = called active by the depositor; i = inactive; ? = inconclusive; . = not tested or not shown. % is scaled to controls: 0 for no effect and ±100 for the full control effect; potency is read from the fitted curve at half-maximal effect. Not all compounds are listed (hit frequency here may not be typical).

SMILES	Lipid storage S3	Lipid storage S3 cell count max
COc1ccc(Nc2nc(N(C)c3ccccc3)nc(N)c2[N+](=O)[O-])cc1	?	.
CC1=C(C(=O)OCC(C)C)C(c2ccsc2)C2=C(CCCC2=O)N1 (stereo not given)	?	.
COC(=O)[C@H](CCSC)NC(=O)Nc1ccc(C)cc1	?	.
COc1cc(C(=O)NCC2CCCO2)ccc1OCc1ccc(Cl)cc1 (stereo not given)	?	.
CC(C)(C#N)NC(=O)C1CCCN1S(=O)(=O)c1ccc2ccccc2c1 (stereo not given)	?	.
COc1ccc(-c2cc(=O)c3ccccc3n2C)cc1	7%	3
CCOC(=O)c1sc(NC(=O)/C=C/c2ccc(F)cc2)nc1C	?	.
O=C(N/N=C/c1ccco1)c1cc([N+](=O)[O-])cc([N+](=O)[O-])c1	?	.
COc1ccc(C(=O)OCC(=O)c2ccccc2)cc1S(=O)(=O)N1CCOCC1	i	.
Cc1cccc(-c2nnc(SCC(=O)O)n2Cc2ccccc2)c1	7%	-1
CN(C)c1cccc(C(=O)OCC(=O)c2ccc[nH]2)c1	?	.
COc1ccc(F)cc1CN1CCN(C(=O)CCC(=O)Nc2nnc(CC(C)C)s2)CC1	?	.
COc1ccccc1N1CCN(CCCCNC(=O)c2ccc3ccccc3c2)CC1	?	.
COc1cccc(CN(C(=O)CN2C(=O)c3ccccc3S2(=O)=O)C(C(=O)NCC2CCCO2)c2ccco2)c1 (stereo not given)	?	.
Cc1cccc(NC2SC(=O)N(CC(=O)O)C2=O)c1 (stereo not given)	6%	14
CC1CCCC(NC(=O)c2cc(S(=O)(=O)N3CCCCC3)ccc2Cl)C1C (stereo not given)	?	.
Cc1ccc2cccc(N)c2n1	-13%	11
COc1ccccc1C(=O)Oc1cc(N)n(S(=O)(=O)c2ccc(C)cc2)n1	?	.
Cc1cc(=O)oc2ccc(OCc3ccccc3)cc12	?	.
COc1ccc(/C=N/Nc2cc(C)nc(N3CCOCC3)n2)cc1OC	-6%	-21
O=C(O)C1CCC(CNCc2ccncc2)CC1 (stereo not given)	-7%	14
CCOc1cc(/C=C/C(=O)NCCc2ccc(S(N)(=O)=O)cc2)ccc1OCC(C)C	-19%	-10
CCOc1cccc2sc(=NC(=O)CCS(=O)(=O)c3ccccc3)n(CC)c12	?	.
COc1ccc(C(=O)Nc2nc(N)n(-c3ccccc3)n2)cc1OC	?	.
Cc1ccc(S(=O)(=O)N2CCCCC2)cc1NC(=O)C1=NN(c2ccccc2)C(=O)CC1	?	.
Cc1ccc(OC(=O)C(C)c2cccc(C(=O)c3ccccc3)c2)cc1 (stereo not given)	?	.
O=C(Cc1cc(=O)[nH]c(=O)[nH]1)NCCN1CCOCC1	-3%	2
Cc1ccc2c(c1)[nH]c1c(=O)n(Cc3ccccn3)cnc12	22%	-15
CCc1ccc(CSc2nccn2-c2ccccc2)cc1	-9%	1
CCC1CCCCN1CC(O)Cn1c2ccccc2n2c(=O)cc(C)c(C#N)c12 (stereo not given)	?	.

Rewritten bar-delimited: entries from further up
compound | Lipid storage S3 | Lipid storage S3 cell count max
CCOc1cc(/C=C/C(=O)NCCc2ccc(S(N)(=O)=O)cc2)ccc1OCC(C)C | -19% | -10
Cc1ccc2c(c1)[nH]c1c(=O)n(Cc3ccccn3)cnc12 | 22% | -15

(continued)
SMILES	Lipid storage S3	Lipid storage S3 cell count max
O=C(c1cc2ccccc2oc1=O)N(Cc1cccs1)C1CCS(=O)(=O)C1 (stereo not given)	0%	-22
COC(=O)C(C)Oc1ccc(Oc2nc(Cl)ccc2Cl)cc1 (stereo not given)	?	.
Cc1ccc(C)c(N2CCN(C(=O)Cn3cccc3)CC2)c1	?	.
CS(=O)(=O)Nc1nc2n(n1)C(c1ccc(F)cc1)CC(c1ccccc1)N2 (stereo not given)	?	.
COc1ccc(CNC(=O)CN(Cc2ccc(OC)cc2)C(=O)c2csnn2)cc1	-16%	-7
c1ccc(-c2ccc(C3CCCN3)cc2)cc1 (stereo not given)	2%	17
O=C(c1ccc(Cn2cc(Br)cn2)cc1)N1N=C(C(F)F)CC1(O)C(F)F (stereo not given)	?	.
O=C1OCC/C1=C\c1ccc(O)cc1	-7%	-22
Cc1ccccc1OCC(=O)N/N=C/c1ccc(Sc2nc3ccccc3s2)o1	?	.
CC1(C)C2CCC1(CS(=O)(=O)N1CCOCC1)C(=O)C2 (stereo not given)	?	.

Arranged by the number under Lipid storage S3 (lowest first): some entries from above.
SMILES	Lipid storage S3	Lipid storage S3 cell count max
COc1ccc(CNC(=O)CN(Cc2ccc(OC)cc2)C(=O)c2csnn2)cc1	-16%	-7
O=C(c1cc2ccccc2oc1=O)N(Cc1cccs1)C1CCS(=O)(=O)C1 (stereo not given)	0%	-22
c1ccc(-c2ccc(C3CCCN3)cc2)cc1 (stereo not given)	2%	17

The listing continues:
SMILES	Lipid storage S3	Lipid storage S3 cell count max
CCOc1ncccc1C(=O)N=C1SCCN1C(=O)c1cccnc1OCC	i	.
CCOC(=O)c1ccc(N2CN(C3CCCCC3)CNC2=S)cc1	8%	-1
N=C1S/C(=C\c2ccco2)C(=O)N1c1nccs1	?	.
CC(C)(C)C(=O)/C=C/c1ccc(Oc2ccccc2)cc1	1%	-26
CC1CN(C(c2cccs2)c2sc3ncnn3c2O)CC(C)O1 (stereo not given)	0%	5
Cc1ccc(S(=O)(=O)C2(C(=O)N3CCN(c4ccccc4F)CC3)CC2)cc1	0.73µM*	-5.3*
CCCN1CCN(C(=O)Nc2ccc(OCC)cc2)CC1	-13%	-5
O=C(O)C(c1ccccc1)C1(O)CCCCC1 (stereo not given)	-12%	-13
COc1ccccc1N1CCN(S(=O)(=O)c2cc(-c3cc(C)no3)ccc2C(C)C)CC1	?	.
O=C(c1cc(-c2ccco2)on1)N1CCCc2ccccc21	?	.
O=C(Nc1ccccc1N1CCN(c2ccccc2)CC1)C1CCCCC1	i	10
CCCc1c(C(=O)N/N=C/c2ccccc2OCc2ccc(F)cc2)nnn1-c1nonc1N	?	.
COC(=O)c1cc(S(=O)(=O)N2CCC(C(N)=O)CC2)oc1C	-2%	11
Cc1ccc2oc(=O)n(CC(=O)c3ccc(F)cc3)c2c1	-9%	11
Cc1noc(C)c1COC(=O)/C=C/c1ccccc1Cl	?	.
CCCCCCCCNC(=O)c1cnsn1	11%	15
CNc1ccccc1C(=O)OC(C)C(=O)Nc1ccc(S(=O)(=O)N2CCCC2)cc1 (stereo not given)	?	.
Cc1ccc(C(=O)NCCc2nnc3ccc(NCc4ccc5c(c4)OCO5)nn23)cc1	-19%	-2
CCOc1ccc(NC(=O)C2CCN(c3nnnn3-c3ccccc3)CC2)cc1	-8%	2
Cc1ccc(C)c(NC(=O)CN(C)C(=O)CN2C(=O)NC3(CCc4ccccc43)C2=O)c1 (stereo not given)	?	.

One compound at a time, from the list above. Values in the order: Lipid storage S3 | Lipid storage S3 cell count max
Entry for CCCc1c(C(=O)N/N=C/c2ccccc2OCc2ccc(F)cc2)nnn1-c1nonc1N → ? | .
Entry for Cc1ccc(C)c(NC(=O)CN(C)C(=O)CN2C(=O)NC3(CCc4ccccc43)C2=O)c1 (stereo not given) → ? | .
Entry for CCOc1ccc(NC(=O)C2CCN(c3nnnn3-c3ccccc3)CC2)cc1 → -8% | 2
Entry for Cc1noc(C)c1COC(=O)/C=C/c1ccccc1Cl → ? | .
Entry for Cc1ccc2oc(=O)n(CC(=O)c3ccc(F)cc3)c2c1 → -9% | 11

As entered above:
Lipid storage S3 cell count max with CCCCCCCCNC(=O)c1cnsn1 is entered as 15
Lipid storage S3 with COC(=O)c1cc(S(=O)(=O)N2CCC(C(N)=O)CC2)oc1C is entered as -2%

(further entries)
SMILES	Lipid storage S3	Lipid storage S3 cell count max
CCCN1CCC(N(C)CCc2ccc(OC)c(OC)c2)CC1	?	.
CCC(C)[C@H](NC(=O)N1CCn2c1nc1ccccc12)C(=O)NCCc1ccccc1 (stereo not given in full)	?	.
Cc1ccc(C)c(NC(=S)NC23CN4CN(CN(C4)C2)C3)c1	3%	16
Clc1ccc(-c2cnc3n2CCC3)cc1	?	.
CC(=O)c1ccc(S(=O)(=O)Nc2ccc(-c3ccc4nnc(C)n4n3)cc2)cc1	?	.
COC(=O)C1CCN(S(=O)(=O)CCNC(=O)c2ccc3c(c2)OCO3)CC1	?	.
CC(=O)Nc1ccc(OCC(=O)NCCc2ccccc2)cc1	13%	8
CCc1ccc(NC(=O)C2=CC(c3ccc(OC)cc3)=NS(=O)(=O)N2C)cc1	10µM*	-11*
CSc1cccc(NC(=O)/C=C/c2ccccc2)c1	-2%	-28
NS(=O)(=O)c1cccc(NC(=O)CSc2nc3ccccc3n2-c2ccccc2)c1	?	.
Cc1occc1C(=O)Nc1ccccc1C#N	?	.
O=C(COC(=O)/C=C/c1cccc(F)c1)Nc1ncccn1	-1%	0
Cn1cc(CCC(=O)N2CCCC(C(=O)c3cccc4ccccc34)C2)cn1 (stereo not given)	?	.
O=C(NC(Cc1ccccc1)C(=O)O)c1cccnc1Cl (stereo not given)	16%	5
C=CCn1c(SC(C)C(=O)Nc2ccc(F)c(F)c2F)nnc1C1CC1 (stereo not given)	?	.
CCOC(=O)c1cn(CC)c2ccc(S(=O)(=O)N3CCC(C)CC3)cc2c1=O	?	.
CCOC(=O)Cc1cnc(NC(=O)CSc2nc(C(C)C)cc(=O)[nH]2)s1	?	.
CN1CCN(S(=O)(=O)c2ccc(SCCOc3ccccc3)nc2)CC1	?	.
COCCCNC(=O)Cn1c(=O)n(CC(=O)N2CCCCC2)c(=O)c2sccc21	?	.
COCCNC(=O)CSc1nc2ccc(N3CCOCC3)cc2c(=O)n1CCc1ccccc1	i	.
Cc1c(Cl)cccc1NC(=O)CCN1CCC(C(N)=O)CC1	?	.
COc1ccc(-c2ccc(=O)n(CC(=O)Nc3nnc(C(C)C)s3)n2)cc1OC	-26%	-21
CCNc1ccc2noc3c2c1C(=O)c1ccccc1-3	?	.
O=C(Oc1c(Cl)cc(Cl)c2cccnc12)N1CCOCC1	?	.
CCNc1nc(C)nc2c1oc1ccccc12	?	.
CSc1sccc1/C=N/O	?	.
COC(=O)C(C(=O)OC)c1ncc(C(F)(F)F)cc1Cl	?	.
N#Cc1c(-c2ccncc2)c2c([nH]c1=O)-c1ccccc1OC2	2%	11
O=C(O)COCCN1CCN(C(c2ccccc2)c2ccc(Cl)cc2)CC1 (stereo not given)	?	.
CC(C)(C)n1nnnc1C(c1ccc(Cl)cc1)N1CCCc2ccccc21 (stereo not given)	i	.
CCOC(=O)C(NCCCCl)c1ccccc1 (stereo not given)	?	.
COc1ccc(C2CC(c3ccccc3)=NN2C(=O)COC(=O)c2cc(S(=O)(=O)N3CCOCC3)ccc2Cl)cc1 (stereo not given)	-1%	11
COCCn1c(=NC(=O)/C=C/c2cccs2)sc2cc(NC(C)=O)ccc21	?	.
CCCCc1c(C)nc2ccccc2c1SCCC(=O)O	?	.
COc1ccc(N2CCN(C(CNC(=O)C(=O)NCCCn3ccnc3)c3cccnc3)CC2)cc1 (stereo not given)	14%	12
COc1ccc(NC(=O)CCN2CCN(S(=O)(=O)c3cc(Cl)ccc3Cl)CC2)cc1	i	13
CCOCCCNC(=O)c1ccc(OC2CCN(C(C)=O)CC2)c(OC)c1	?	.
CC(Oc1ccc(-c2ccccc2)c(F)c1)c1ccn(S(=O)(=O)c2ccc(Br)cc2)n1 (stereo not given)	-27%	22
CCN(CC)c1cccc(OC(=O)c2cccnc2Cl)c1	?	.
COC(=O)COc1ccc2cc(-c3ccccc3)c(=O)oc2c1	i	-1
CCN1C(=O)[C@H]2[C@@H](c3ccc(C)cc3)N3C(=O)N(c4cccc(Cl)c4)C(=O)[C@@]3(CC(C)C)[C@H]2C1=O	?	.
C=CCn1c(SCn2nnc3ccccc3c2=O)nc2scc(-c3cccs3)c2c1=O	21%	-1
Cn1ncc(Cl)c1C(=O)Nc1ccncc1	7%	16
CCCCC1S/C(=N/N=C/c2ccc(OC)cc2)N(Cc2ccc(OC)cc2)C1=O (stereo not given)	9%	-14
C=CCn1c(=O)c2c3c(sc2n2c(Nc4ccccc4)nnc12)CCCC3	?	.
O=C(NNC(=O)C1CCN(S(=O)(=O)c2ccc(Cl)cc2)CC1)c1ccccc1O	-15%	-6
S=C1N(c2ccccc2)C(c2ccc(Br)cc2)N2CCCN12 (stereo not given)	?	.
CCOc1ccc(/C=N/NC(=O)CSc2n[nH]c(=O)[nH]c2=O)cc1OC	5%	-22
Cc1cccc(C)c1OCC(=O)OC/C(O)=C(\C#N)c1nc2ccccc2[nH]1	-1%	5
CCN(CC(=O)NCc1cccs1)C(=O)COc1ccc(C(N)=O)cc1	?	.

Next part
SMILES	Lipid storage S3	Lipid storage S3 cell count max
CCS(=O)(=O)N1CCC(C(=O)NCCCN2CCCC2)CC1	-9%	-21
COc1ccccc1NC(=O)CCc1nnc2ccc(N3CCC4(CC3)OCCO4)nn12	2.1µM*	-20*
O=C(O)c1ccccc1C(=O)OCCCCOC(=O)c1ccccc1C(=O)O	?	.
COc1ccc(CN2C(=O)c3ccccc3C2C(=O)NC2CCCC2)c(OC)c1 (stereo not given)	i	.
O=C(c1ccc(OC2CCN(C/C=C/c3ccc(F)cc3)CC2)cc1)N1CCCC1	i	.
CCOC(=O)c1ccc(-c2ccc3c(=O)c4ccccc4n(C)c3c2)cc1F	?	.
